AI-2 QS modul = modulates the Vibrio harveyi AI-2 quorum sensing system. Vibrio harveyi JMH597 AI-2 luminescence/OD600 ratio, 9 h; hits give low values; strain lacks LuxN and CqsS sensors; 0 = neutral-control median. activity change, % at 7.5 µM. 300,000 compounds, 0.4% hits; in the data active means activity change below about -75%, passing the limit was not always enough; inconclusive means no clear call, values can overlap the other calls;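 further: luminescence divided by OD600 gain over 9 h not by final OD600 alone; inactives centre near 13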
GSK3 alpha inh = human GSK-3 alpha kinase inhibition | P49840 | ADP-Glo luminescence, 60 min | inhibition, % at 10 µM | 320,000 compounds, 0.1% hits;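 in the data active means inhibition above about 50%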;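 further: GST-tagged GSK-3 alpha with peptide substrate and 25 µM ATP; 0% = DMSO neutral wells and 100% = GW8510 positive control wells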
Platelet DG rel = modulates dense granule release in human platelets. 300,000 compounds, 0.22% hits. human platelet-rich plasma, SFLLRN dense granule ATP release, luminescence. inhibition, %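 (compounds screened at 7.5 µM in platelet-rich plasma)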. AID 1663;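 active means mean replicate score, as percent of positive control, at or above 50; inconclusive means mean below 50 but at least one replicate at or above 50; inactive means mean and every replicate below 50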
HSF1 activator = increases HSF-1 driven luciferase reporter signal; NIH3T3-HGL HSF-1 luciferase reporter, MG132, 8 h; 100% = twice DMSO control signal; 300,000 compounds, 1.7% hits; activation, % at 9 µM;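 active means mean replicate activation of at least 50% with a set share of replicates each reaching 50%; inconclusive means only one of those two conditions met; inactive means mean below 50% and too few replicates reaching it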;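 further: 0% = median of the neutral control wells and 100% = twice that signal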
HSP90 inh = inhibitors of HSP90 luciferase refolding in rabbit reticulocyte lysate; luciferase refolding luminescence, 3 h; inhibition, % at 5.6 µM; 290,000 compounds, 0.91% hits; AID 1789;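 active means inhibition above the screen-wide mean plus 3 SD, computed separately per campaign, cut at about 16% in these data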;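 further: 0% = DMSO wells and 100% = 60 µM geldanamycin wells; inhibitors lower the luminescence because luciferase stays unfolded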
HDAC3 inhib = inhibitors of human histone deacetylase 3. recombinant HDAC3, fluorogenic peptide/trypsin coupled, fluorescence. 320,000 compounds, 0.15% hits. O15379. inhibition, % at 8.3 µM; in the data active means inhibition above about 26%, passing the limit was not always enough; inconclusive means no clear call, values can overlap the other calls
Target sequence (O15379 whole entry, looked up): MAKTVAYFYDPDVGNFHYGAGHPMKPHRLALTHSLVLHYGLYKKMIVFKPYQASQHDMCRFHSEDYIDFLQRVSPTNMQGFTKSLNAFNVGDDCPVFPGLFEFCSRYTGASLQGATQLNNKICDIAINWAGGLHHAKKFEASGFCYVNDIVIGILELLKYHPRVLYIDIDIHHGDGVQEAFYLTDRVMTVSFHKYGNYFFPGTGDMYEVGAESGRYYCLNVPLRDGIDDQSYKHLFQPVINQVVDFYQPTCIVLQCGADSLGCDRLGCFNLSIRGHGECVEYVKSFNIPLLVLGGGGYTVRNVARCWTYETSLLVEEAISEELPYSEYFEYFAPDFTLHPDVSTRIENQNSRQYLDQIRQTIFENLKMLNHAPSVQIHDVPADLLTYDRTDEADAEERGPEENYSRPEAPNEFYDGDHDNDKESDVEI
PolyA inhibitor = yeast polyadenylation inhibition. S. cerevisiae SKY197-pL101 polyadenylation reporter, beta-gal luminescence; efflux-impaired pdr1/pdr3 knockout yeast; score 100 = 6 SD above DMSO. calls only at 12 µM. 300,000 compounds, 0.02% hits;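 active means lowest replicate activity score at least 50, where 100 means six control SD above control mean; inconclusive means lowest score under 50 but half or more replicates reach 50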;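 further: yeast exposed to compound for 9 h at 30 °C; higher score means more reporter readthrough which indicates perturbed polyadenylation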
HSF1 inhib = HSF1 inhibition; activity change, negative = inhibition, % at 7.5 µM (by protocol); 300,000 compounds, 0.77% hits; AID 2098; NIH3T3-HGL HSE-luciferase, MG132-induced, luminescence 8 h; hits give low values;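 active means more than half of replicate wells show activity change below -50%, luminescence cut by over half; inconclusive means some wells, but at most half, below -50%; inactive means no replicate well below -50%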;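 further: luciferase reports HSF-1 transcriptional activity via heat shock element; 0% = median of DMSO wells and -100% = zero luminescence signal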
GSK3beta inhib = inhibitors of human GSK3beta kinase; 300,000 compounds, 0.038% hits; activity score (negative = inhibition), % at 10 µM; GST-GSK3beta kinase, ADP-Glo luminescence, 60 min; hits give low values; P49841; AID 2097;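 active means more than half of replicate wells score below -50%, meaning over 50% inhibition versus plate controls; inconclusive means some replicates but at most half score below -50%; inactive means no replicate scores below -50%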;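 further: 0% = median DMSO wells and -100% = median GW8510 positive control wells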
Target sequence (P49841 whole entry, looked up): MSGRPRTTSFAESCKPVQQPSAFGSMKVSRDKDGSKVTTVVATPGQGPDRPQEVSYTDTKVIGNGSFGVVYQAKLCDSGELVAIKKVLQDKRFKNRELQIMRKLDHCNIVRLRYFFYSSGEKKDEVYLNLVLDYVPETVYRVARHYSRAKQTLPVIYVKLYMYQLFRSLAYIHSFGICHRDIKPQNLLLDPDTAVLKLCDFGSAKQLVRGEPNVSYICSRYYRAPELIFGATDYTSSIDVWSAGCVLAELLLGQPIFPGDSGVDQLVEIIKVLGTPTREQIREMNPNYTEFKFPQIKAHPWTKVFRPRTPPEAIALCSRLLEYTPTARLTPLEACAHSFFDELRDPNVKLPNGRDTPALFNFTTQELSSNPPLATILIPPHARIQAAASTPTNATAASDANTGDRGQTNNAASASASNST
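Test system – GST-tagged human GSK3beta kinase, cell-free · Incubation – 60 min enzyme reaction, room temperature · Signal – ADP-Glo luminescence · Also added – peptide substrate and ATP at 25 µM · Controls – DMSO neutral wells and GW8510 at 20 µM as positive · Buffer or medium – Tris/MgCl2 kinase buffer · Measure – Luminescence-derived activity versus plate DMSO and GW8510 wells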
Dyrk1A ADPGlo = inhibitors of rat Dyrk1A kinase | 310,000 compounds, 0.43% hits | Q63470 | ADP-Glo luminescence, NFATc1 peptide | inhibition, % at 12.5 µM | AID 504441; in the data active means inhibition above about 50%;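 further: plate controls were vehicle with enzyme for no effect and no enzyme for full effect; many of its hits are not listed in these tables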
Numbers without * were called inactive; i = inactive; ? = inconclusive; . = no result given. The list is partial. The share of hits here may be higher or lower than overall.

Under each structure: AI-2 QS modul, GSK3 alpha inh, Platelet DG rel, HSF1 activator, HSP90 inh, HDAC3 inhib, PolyA inhibitor, HSF1 inhib, GSK3beta inhib, Dyrk1A ADPGlo
> O=C(Nc1ccc(Nc2ccccc2)cc1)c1ccc(Cl)cc1Cl
 : 16, -2, 0, 17, ., -2, i, -3, 1, .
> CCOC(=O)CSCc1csc(CC(=O)Nc2ccccc2C)n1
 : 12, 1, 5, -8, 6, 8, i, 1, 2, .
> COc1ccc(NC(=O)C2=CC(c3ccco3)=NS(=O)(=O)N2C)cc1
 : 7, ., 1, -30, -3, ., i, -26, -22, 0
> CCC(=O)N1CCN(c2ccc(Cl)cc2NC(=O)Cc2ccccc2)CC1
 : ., 1, ., ., 5, 0, ., ., ., 1
> Cc1ccn2c(=O)nc(SCC(=O)c3ccc(Cl)cc3)nc2c1
 : 11, 1, 7, -2, ., 6, i, 1, 2, 13
> CC1CCCC(NC(=O)c2n[nH]c(=O)c3ccccc23)C1C (centres undefined)
 : 25, -1, 11, -7, 2, 4, i, -2, 1, 0
> COc1cc2ncnc(NCc3ccc4c(c3)OCO4)c2cc1OC
 : 23, 0, -4, 2, 2, 12, i, 2, 4, 4
> Cc1ccc(C)c(NC(=O)CSc2ccc(-c3ccco3)nn2)c1
 : 28, -2, -1, 10, -1, 0, i, 3, 2, 11
> COc1ccc(S(=O)(=O)NNC(=O)C2Cc3c(ccc4ccccc34)O2)cc1 (centres undefined)
 : 7, 2, -1, 4, -1, 0, i, -3, 2, 0
> O=C(Nc1ccccn1)c1ccc(Br)c(S(=O)(=O)N2CCCCC2)c1
 : 21, -1, -2, -17, 0, -5, i, -3, 0, -8
> Cc1ccc(S(=O)(=O)NCCCN2CCOCC2)c(C)c1
 : 12, 0, -5, -12, -2, 0, i, -8, 2, -7
> CCOc1ccc2[nH]c(=S)[nH]c2c1
 : 27, ., 6, -9, 6, ., i, -10, -1, -4
> COc1ccc(NC(=O)Nc2ccccc2SC)c(OC)c1
 : 14, 1, 4, 2, -1, -1, i, 3, 2, 5
> Cc1nc2ccc(Br)cn2c(=O)c1Cl
 : 14, -2, 1, 14, -2, 8, i, -2, -1, 0
> CCc1ccc2c(CSc3nnnn3C)cc(=O)oc2c1
 : -5, 0, -2, 10, 0, 4, i, 3, 2, 44
> CC(C)CNC(=O)COc1ncnc2sccc12
 : -7, -3, 23, 0, 1, 5, i, -6, -1, 0
> O=C(c1cccc2ccccc12)C1CCCN(C(=O)C2CCOCC2)C1 (centres undefined)
 : 13, 0, 0, -15, 0, -2, i, -5, 0, 13
> COc1ccc(N2CCN(CCC3Oc4cc([N+](=O)[O-])ccc4NC3=O)CC2)cc1 (centres undefined)
 : 14, -2, 10, 18, 0, -6, i, -2, 2, 3
> O=S(=O)(c1cccc2nonc12)N1CCN(c2ccccc2F)CC1
 : -2, -1, 0, -1, -2, -6, i, -6, 0, 1
> CC(=O)Oc1ccc(C(=O)Nc2ccc(S(=O)(=O)NCC3CCCO3)cc2)cc1 (centres undefined)
 : 19, 1, 3, -8, -2, 6, i, -2, 1, 7
> CS(=O)(=O)c1ccc(Cl)c(NC(=O)C2CC(=O)N(c3ccc4c(c3)OCCO4)C2)c1 (centres undefined)
 : 10, 0, -5, -12, 0, -3, i, -7, -4, -3
> O=C(NCCCN1CCCCC1)c1ccc(CS(=O)c2ccc(F)cc2)o1 (centres undefined)
 : 1, -28, 0, -16, 2, -4, i, -3, -2, 0
> O=C(c1ccc(Cl)c(S(=O)(=O)N2CCCC2)c1)N1CCN(c2ccccc2)CC1
 : 15, 0, 14, -1, -3, 3, i, -1, 1, 3
> O=C(COc1ccc(F)cc1)N(Cc1ccc(Cl)cc1)C1CCS(=O)(=O)C1 (centres undefined)
 : 27, ., 0, 2, 1, -5, i, 1, 3, -4
> Cc1ccc(Nc2ccc(N)cc2S(=O)(=O)O)cc1
 : 7, -3, 4, 7, 3, -4, i, -5, -7, 4
> COc1ccc(NC(=O)Cc2ccsc2)c(OC)c1
 : 18, 0, 0, 3, -2, -4, i, -4, 1, -5
> CC/C(O)=C1\C(=O)CC(c2ccccc2)CC1=NC(C)C (centres undefined)
 : 26, 1, -1, -21, -7, -16, i, -5, 1, 0
> COc1cnc(-c2ccccn2)nc1Oc1ccccc1
 : 26, -1, 0, 12, 1, -6, i, 0, 0, -2
> COc1ccccc1S(=O)(=O)Cc1ccc(C(=O)NCCN2CCCCCC2)o1
 : -3, 0, -1, -3, -1, 3, i, -2, 3, 0
> Cc1ccccc1NC(=O)COC(=O)/C=C/c1cccc(C(F)(F)F)c1
 : 36, -1, 2, 6, -1, 2, i, -2, 0, -1
> COCCOC(=O)C1=C(C)NC(=O)NC1/C=C/c1ccccc1 (centres undefined)
 : 15, -3, -7, 20, 1, 15, i, 7, -2, 4
> CCSC1=NCCN1C(=O)c1c(-c2ccccc2Cl)noc1C
 : 38, 0, -27, 6, -2, -2, i, -11, 2, .
> CCOC(=O)c1nn(-c2ccc(OCC)cc2)c(C)c1C(C)=O
 : 13, -1, 3, 13, -1, -1, i, 1, -1, -6
> O=C(COC(=O)c1ccccn1)c1cccc(Br)c1
 : 2, 6, -15, 9, 9, 5, i, -8, -1, 2
> COc1nccnc1NS(=O)(=O)c1ccc(NC(=O)c2ccc(F)cc2)cc1
 : 14, 1, 20, 4, 1, 13, i, -8, 2, 13
> Cn1c(=O)n(Cc2ccc(F)cc2)c(=O)c2c1nc1n2CCN1Cc1ccco1
 : 14, -1, 10, 3, -2, -4, i, 1, -2, .
> CCC(C)(C)NC(=O)C(c1ccc(O)cc1)N(CCOC)C(=O)CCC(=O)Nc1nccs1 (centres undefined)
 : 6, -2, -1, 1, 1, ., i, -2, 0, -13
> CN(CC(=O)Nc1c(Cl)cccc1Cl)C(=O)c1cc(S(=O)(=O)N(C)C)ccc1N1CCCC1
 : 4, 0, -1, -1, ., -1, i, -7, 3, .
> S=C(Nc1ccc2nsnc2c1)N1CCCCC1
 : ., 4, ., ., 8, 1, ., ., ., 4
> COc1ccc(-c2nc(SCC(=O)N3CCCC3)n[nH]2)cc1
 : 42, -2, -7, -12, -2, 3, i, -2, 1, -6
> CC(C)c1ccc(C(=O)NCCCNC(=O)c2cnccn2)cc1
 : 32, 1, -2, 15, 2, ?, i, -4, -2, -2
> COC(=O)c1c(NC(=O)CS(=O)(=O)c2ccccc2)sc(C)c1C
 : 13, ., 2, 8, ., ., i, 1, 3, 1
> CC(C)Cn1c(=S)[nH]c2ccccc2c1=O
 : 3, -1, -3, 0, -1, 0, i, 3, -3, 14
> COC(=O)CCC(=O)Nc1ccc(Br)cc1
 : 25, 1, -9, -1, 3, -1, i, 6, -1, 4
> CC(=O)Nc1ccc(NC(=O)CSc2nnc(-c3cccnc3)o2)cc1
 : 12, 0, 9, 6, ., -8, i, -1, -4, 2
> CC(SC1=NCCS1)C(=O)Nc1nnc(-c2ccc(F)cc2)s1 (centres undefined)
 : 33, 0, -2, 20, -3, -1, i, 14, 2, 1
> CCN(CC)C(c1ccc(C)cc1)c1nnnn1C1CCCCC1 (centres undefined)
 : 8, ., 7, -13, 0, 6, i, 8, 1, 1
> O=C(CC(=O)Nc1ccc(Cl)c(Cl)c1)N/N=C/c1ccc(O)cc1
 : -32, 5, 3, 16, -3, 2, i, 1, -1, -2
> COc1ccc(CCN2C(=O)CC(N3CCN(S(=O)(=O)c4ccccc4)CC3)C2=O)cc1OC (centres undefined)
 : 6, -3, -4, 14, -3, -4, i, -2, 10, -8
> O=C(O)CCCCc1nc2ccccc2s1
 : 13, -4, 4, 13, 3, ?, i, 3, 4, 3
> COc1ccc(-c2cc(C(=O)NC3=NCCS3)c3ccccc3n2)cc1OC
 : -9, 0, -9, 4, 0, 7, i, -9, 1, 2
> COC(=O)c1sccc1NC(=O)C1CC(C)=C(C)CC1C(=O)O (centres undefined)
 : -6, -3, 1, 6, 1, 0, i, -1, 0, -6
> O=C(O)CC/C(=N\NC(=O)CNC(=O)c1cccc(Cl)c1)c1ccccc1
 : 10, ., -1, 0, 0, 3, i, 4, 0, 2

Reformatted: three of the compounds above.
AI-2 QS modul | GSK3 alpha inh | Platelet DG rel | HSF1 activator | HSP90 inh | HDAC3 inhib | PolyA inhibitor | HSF1 inhib | GSK3beta inhib | Dyrk1A ADPGlo | Compound
6 | -2 | -1 | 1 | 1 | . | i | -2 | 0 | -13 | CCC(C)(C)NC(=O)C(c1ccc(O)cc1)N(CCOC)C(=O)CCC(=O)Nc1nccs1 (centres undefined)
13 | -4 | 4 | 13 | 3 | ? | i | 3 | 4 | 3 | O=C(O)CCCCc1nc2ccccc2s1
-32 | 5 | 3 | 16 | -3 | 2 | i | 1 | -1 | -2 | O=C(CC(=O)Nc1ccc(Cl)c(Cl)c1)N/N=C/c1ccc(O)cc1

Molecules listed so far with two or more sulfur atoms, in the order listed:
Under each structure: AI-2 QS modul, GSK3 alpha inh, Platelet DG rel, HSF1 activator, HSP90 inh, HDAC3 inhib, PolyA inhibitor, HSF1 inhib, GSK3beta inhib, Dyrk1A ADPGlo
> CCOC(=O)CSCc1csc(CC(=O)Nc2ccccc2C)n1
 : 12, 1, 5, -8, 6, 8, i, 1, 2, .
> S=C(Nc1ccc2nsnc2c1)N1CCCCC1
 : ., 4, ., ., 8, 1, ., ., ., 4
> COC(=O)c1c(NC(=O)CS(=O)(=O)c2ccccc2)sc(C)c1C
 : 13, ., 2, 8, ., ., i, 1, 3, 1
> CC(SC1=NCCS1)C(=O)Nc1nnc(-c2ccc(F)cc2)s1 (centres undefined)
 : 33, 0, -2, 20, -3, -1, i, 14, 2, 1
